Screening results from PubChem.
PfG6PD inh: PfG6PD (Plasmodium falciparum) enzyme inhibition | PfGluPho enzyme, NADPH resazurin-diaphorase fluorescence | inhibition, % at 20 µM | actives 0.78% (n = 350,000) | AID 504690;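 active = inhibition reaching at least a set limit at 20 µM in the primary screen, cut at about 59% in these data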;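 also: 0% = DMSO wells with substrate and 100% = DMSO wells lacking glucose-6-phosphate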
SENP6 inh: SENP6 protease inhibition; Recombinant SENP6 catalytic domain, aminoluciferin luminescence; inhibition, % at 10 µM; actives 1.8% (n = 330,000); AID 2599;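 active = inhibition above about 50% at the single tested dose, limit read from the data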;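 also: plate controls were DMSO wells with enzyme for no effect and DMSO wells lacking enzyme for full effect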
MPTP block: blocks calcium-induced mitochondrial swelling. actives 1.4% (n = 360,000). inhibition, % at 10 µM. isolated mouse mitochondria, Ca2+ swelling absorbance, 30 min;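 active = inhibition of 50% or more, scaled per plate between neutral and stimulator controls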;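 also: 0% = DMSO wells given calcium and 100% = 1 mM EGTA wells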
hIAP activ: increases human intestinal alkaline phosphatase activity; P09923; purified human IAP, CDP-Star luminescence, 30 min; active compounds read high; 1 = vehicle-only enzyme, 0 = enzyme-free background; activation factor at 10 µM; actives 0.16% (n = 330,000);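 active = activation factor of the enzyme at least 2-fold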; also: the source names both 10 and 20 µM as test concentration; values of inactives mirror those of a sister screen read the other way
NR3A LBD binder: NR3A (human) ligand-binding domain modulation; NR3A LBD differential scanning fluorimetry, Tm shift; 0% = protein alone, 100% = glycine-bound protein; Tm shift relative to glycine control, % at 25 µM; actives 2.5% (n = 340,000); AID 1259313;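 active = melting temperature shift of at least 10% of the positive control shift, at one fixed dose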
SENP8 block: inhibitors of human SENP8 protease | Q96LD8 | recombinant SENP8, Nedd8 substrate fluorescence | inhibition, % at 20 µM | actives 0.64% (n = 360,000); in the data active = inhibition mostly above about 40%, no sharp cut-off; inactive = mostly below about 27%
Target sequence (Q96LD8 whole entry, looked up): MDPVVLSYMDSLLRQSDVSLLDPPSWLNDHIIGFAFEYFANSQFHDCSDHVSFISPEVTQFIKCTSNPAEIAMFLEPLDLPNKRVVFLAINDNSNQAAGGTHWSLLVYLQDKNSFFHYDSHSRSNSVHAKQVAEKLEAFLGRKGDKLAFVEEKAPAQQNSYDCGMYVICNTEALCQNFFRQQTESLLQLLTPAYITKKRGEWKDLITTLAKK
SENP1 FRET inh: SENP1 (human) catalytic domain inhibition | AID 624204 | actives 0.21% (n = 360,000) | inhibition, % at 10 µM | recombinant SENP1 catalytic domain, CyPet-SUMO1-YPet FRET cleavage;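 active = inhibition at least 30% at 10 µM, raw YFP signal under a set limit, fluorescence ratio 0.5 to 1.5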;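 also: 0% = enzyme with DMSO and 100% = no enzyme wells; some results filed as inactive read as strong as hits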
Target sequence (Q9P0U3 419-644 limits assumed): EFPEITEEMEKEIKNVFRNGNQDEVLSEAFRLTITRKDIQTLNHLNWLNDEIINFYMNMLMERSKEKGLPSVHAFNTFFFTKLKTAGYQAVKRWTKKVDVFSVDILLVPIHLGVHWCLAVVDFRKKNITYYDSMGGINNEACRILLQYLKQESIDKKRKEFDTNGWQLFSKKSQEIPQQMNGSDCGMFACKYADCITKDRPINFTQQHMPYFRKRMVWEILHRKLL
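material = recombinant human SENP1 catalytic domain, His6-tagged | quantity = 20 pM enzyme | reagent = 25 nM SUMO1 FRET substrate | compound dosing = 10 µM single point, 0.5% DMSO | timing = 50 min enzyme reaction, room temperature, light-protected | detection = FRET, CFP and YFP emission | control set = no-enzyme low, enzyme-DMSO high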
ATG4B inh: ATG4B (human) cysteine protease inhibition; Q9Y4P1; ATG4B cleavage of LC3-PLA2, NBD-HPC fluorescence, 1 h; inhibition, % at 8.33 µM; actives 0.51% (n = 340,000); AID 504462; in the data active = inhibition above about 40%
Target sequence (Q9Y4P1 whole entry, looked up): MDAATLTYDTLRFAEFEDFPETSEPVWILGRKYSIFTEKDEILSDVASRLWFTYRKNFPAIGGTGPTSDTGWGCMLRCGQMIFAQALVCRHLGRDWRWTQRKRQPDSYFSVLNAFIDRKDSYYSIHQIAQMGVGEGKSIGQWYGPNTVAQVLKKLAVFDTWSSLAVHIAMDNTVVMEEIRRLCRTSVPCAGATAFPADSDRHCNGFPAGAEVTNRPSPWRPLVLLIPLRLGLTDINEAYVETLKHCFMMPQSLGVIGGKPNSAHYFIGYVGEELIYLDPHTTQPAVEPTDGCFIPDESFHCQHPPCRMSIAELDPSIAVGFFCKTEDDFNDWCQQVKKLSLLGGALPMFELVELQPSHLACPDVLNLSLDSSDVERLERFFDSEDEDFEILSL
Numbers without * were called inactive; / = not tested or not shown. Not a hit list; overall some 6.7% were active at least once.

SMILES	PfG6PD inh	SENP6 inh	MPTP block	hIAP activ	NR3A LBD binder	SENP8 block	SENP1 FRET inh	ATG4B inh
COc1ccc(-c2nc3ccccc3n2CCC(C)C)cc1OC	-9	-1	-0.9	0.95	-8	-7	2	20
CC(C)(C)C(=O)Nc1ccc(C(=O)COC(=O)c2ccccn2)cc1	-6	-13	-0.5	1	0	13	2	-2
COc1cc([C@@H]2CC=C(C(=O)O)CN2S(=O)(=O)c2ccc(C)cc2)cc(OC)c1OC	9	-11	-2.5	0.97	1	8	-3	-2
OCCOCCn1c(C(CO)Nc2nc(-c3ccccc3Br)cs2)nc2ccccc21 (stereo not drawn)	23	7	1.0	0.84	-3	-11	-2	-4
Clc1ccccc1-c1nnc2n1-c1ccccc1SC2	5	-8	2.6	1.1	1	18	2	-3
Cc1cc(C)nc(NCCC(=O)O)n1	-10	1	-1.4	0.82	1	-12	-34	9
Cc1ccc(OCC(=O)N2CCN(c3ccc([N+](=O)[O-])c(N4CCOCC4)c3)CC2)cc1	11	-9	0.1	1.1	-10	15	0	-24
O=C(c1cc2cc(Br)ccc2o1)N1CCN(c2ccccc2)CC1	8	-5	-0.5	1.3	3	6	-2	-1
O=C(NCc1ccccc1Cl)c1ccc(CS(=O)Cc2ccc(Cl)cc2)o1 (stereo not drawn)	2	-10	-0.8	1.2	-1	22	3	39
OC1(c2cccc(C(F)(F)F)c2)CCN(c2ncnc3c2[nH]c2ccccc23)CC1	25	-18	21	0.85	3	-315	-10	32
C[C@@]12CC(=O)NC1N(C(=O)c1cccc(C(F)(F)F)c1)C(c1ccccc1OC(=O)c1cccc(C(F)(F)F)c1)C2 (stereo partly drawn)	39	-26	-0.6	1.1	-1	14	0	-6
CC1(OC(=O)CCc2ccccc2)C(=O)C=C2C=C(c3ccc(C#N)cc3)N(Cc3ccco3)C=C2C1=O (stereo not drawn)	37	20	1.7	1.1	-4	-95	-68	-6
O=C(COc1ccc(-n2cnnn2)cc1)Nc1ccccc1OC(F)F	6	-12	-0.6	0.96	1	16	1	-7
CN(CC(=O)Nc1cccc(F)c1)C(=O)CSc1ccccc1	14	-6	-0.6	0.94	-3	10	2	10
COc1ccc(NC(=O)CN(C)CC(=O)Nc2sc3c(c2C#N)CCC3)cc1	14	-7	-0.1	1.4	-3	3	-13	-17
CC(C)OCCCNC(=O)c1cc(-c2cccnc2)nc2ccccc12	-3	-15	-0.7	1.1	0	-4	0	-6
O=C(O)CCC(=O)N1CCc2cc(S(=O)(=O)N3CCN(c4ccc(F)cc4)CC3)ccc21	-32	-6	0.0	0.91	-4	18	4	-10
COc1ccc(C=O)c(OC)c1	-2	-4	-0.1	0.95	-1	2	-2	-3
CC(Oc1ccccc1Cl)C(=O)Nc1ccc(S(=O)(=O)N2CCCC2)cc1 (stereo not drawn)	-2	-9	-0.6	1	-12	5	1	-4
O=C1CCN(CCc2ccccc2)CCN1[C@H](CSc1ccccc1)Cc1ccccc1	-3	-15	1.0	1	1	-3	-8	5
COc1ccc(-c2ccc(SCC(=O)Nc3nccs3)nn2)cc1OC	1	-21	-1.5	1.1	-1	10	1	-6
COc1ccccc1-c1nnc(-c2ccc(F)cc2)o1	6	41	2.1	0.96	0	-49	2	-3
COc1cccc(C2=NOC(C(=O)N3CCN(c4ccccc4)CC3)C2)c1OC (stereo not drawn)	29	-8	-1.5	0.75	0	5	-1	-11
Cc1cc(C)c2c(=O)n(CC(=O)N3CCN(c4ccccc4)CC3)ccc2n1	3	/	0.3	/	/	-13	-1	/
CCCCCCCCOC(=O)CCn1[nH]c(=O)c2ccccc2c1=O	-13	-8	-0.6	0.93	1	-12	-15	-14
The results go on:
SMILES	PfG6PD inh	SENP6 inh	MPTP block	hIAP activ	NR3A LBD binder	SENP8 block	SENP1 FRET inh	ATG4B inh
CNC(=O)C1Cc2ccccc2CN1S(=O)(=O)c1ccc(OC)c(OC)c1 (stereo not drawn)	8	25	-1.1	0.98	0	7	1	-10
O=C1N[C@@H](c2ccccc2)COC(=O)[C@H](Cc2ccc(F)cc2)CC/C=C/C[C@H]1CC(=O)N(CCO)Cc1ccccc1	9	-19	1.6	1.2	-4	2	0	-2
Cc1ccc(CNc2ccc(N3CCOCC3)cc2)s1	21	16	-1.0	0.93	0	-82	2	-10
CC(/C=C/c1ccco1)=N\NC(=O)c1cccc(Cl)c1	13	-11	-0.9	1.1	4	4	-1	-10
CCCOC(=O)c1ccc(NC(=O)C2C3CCC(C3)C2C(=O)O)cc1 (stereo not drawn)	-15	7	-1.0	1	-2	18	4	-1
CCOC(=O)C1(Cc2cccc(Cl)c2)CCCN(C(=O)CCNC(C)=O)C1 (stereo not drawn)	-7	0	1.6	1.3	-1	9	-2	7
Cc1n[nH]c(C)c1S(=O)(=O)N(C)Cc1ccco1	12	-6	0.9	0.86	8	15	-1	-5
CC(C)c1nc(SCC(=O)N2CCCC2)c2ccccc2n1	-8	-12	2.4	0.86	0	14	0	-7
CN(Cc1ccccc1)C(=O)c1cccc(NC(=O)Cc2ccc(NC(=O)C3CCN(C(=O)c4ccccc4)CC3)cc2)c1	11	/	-0.5	/	1	-3	4	-11
COc1ccc(CNc2nc(NC(C)=O)nn2-c2ccccc2)cc1	-7	-2	-0.9	0.94	-1	18	0	3
COc1ccc([N+](=O)[O-])cc1C(=O)NCCOc1ccc(Cl)cc1	-3	-20	1.6	0.92	-3	10	4	-8
O=C(/C=C/c1ccccc1Cl)Nc1ccc(Cl)cn1	4	-18	-1.3	1.3	-8	0	0	9
CS(=O)(=O)N(CC(=O)N1CCCCC1)c1sc2c(c1C#N)CCCC2	-1	-8	-3.4	1.1	-3	15	2	2
CCSc1nnc(NC(=O)c2cccs2)s1	13	-2	-2.1	0.9	-2	-41	-1	2
CCOc1cc(/C=C2/COc3ccccc3C2=O)ccc1OCC(=O)N(C)C	-8	/	-2.4	/	-2	-4	3	-3
Cc1nnc(SCC(=O)N2CC(=O)Nc3ccccc32)n1C	-27	-31	-5.1	0.85	-2	5	2	-5
O=C(NCCc1ccc(F)cc1)c1cc2ccccc2oc1=O	0	-1	-0.7	0.98	2	-157	-3	8
CCCCC1CCC(C(=O)NCc2ccc3c(c2)OCO3)CC1 (stereo not drawn)	0	-6	-1.3	1	2	15	2	-8
CCCCNC(=O)CC1Nc2ccccc2NC1=O (stereo not drawn)	4	0	-1.3	0.88	20*	-181	-58	-12
Cc1ccc(N/N=C/c2ccc3c(c2)OCCO3)cc1Cl	7	-3	-0.6	0.93	2	-32	-9	3
Cc1c(C(=O)N2CCN(c3ncccn3)CC2)oc2c(Cl)cccc12	-4	-13	0.2	0.97	-2	4	0	8
CCCc1cc(NCCN(C)C)n2c(nc3ccccc32)c1C#N	15	-8	0.1	1.1	-1	-407	-105	-4
CCOc1ccc([C@@H]2CC=C(C(=O)O)[C@H](c3cccc(Cl)c3)N2S(=O)(=O)c2ccc(C)cc2)cc1	-11	-4	2.3	0.84	-6	8	2	-5
N#Cc1nc(Cc2cccc3ccccc23)oc1NCCN1CCCCC1	0	-16	23	0.8	0	14	0	2
Cc1ccccc1-c1nn(-c2ccc(F)cc2F)cc1CNCCCO	-9	10	-0.9	1.1	1	-7	-2	5

Six compounds picked at random from those above:
SMILES	PfG6PD inh	SENP6 inh	MPTP block	hIAP activ	NR3A LBD binder	SENP8 block	SENP1 FRET inh	ATG4B inh
Cc1ccc(N/N=C/c2ccc3c(c2)OCCO3)cc1Cl	7	-3	-0.6	0.93	2	-32	-9	3
Cc1ccc(CNc2ccc(N3CCOCC3)cc2)s1	21	16	-1.0	0.93	0	-82	2	-10
CCOc1ccc([C@@H]2CC=C(C(=O)O)[C@H](c3cccc(Cl)c3)N2S(=O)(=O)c2ccc(C)cc2)cc1	-11	-4	2.3	0.84	-6	8	2	-5
O=C1N[C@@H](c2ccccc2)COC(=O)[C@H](Cc2ccc(F)cc2)CC/C=C/C[C@H]1CC(=O)N(CCO)Cc1ccccc1	9	-19	1.6	1.2	-4	2	0	-2
CCCc1cc(NCCN(C)C)n2c(nc3ccccc32)c1C#N	15	-8	0.1	1.1	-1	-407	-105	-4
O=C(/C=C/c1ccccc1Cl)Nc1ccc(Cl)cn1	4	-18	-1.3	1.3	-8	0	0	9

Other entries.
SMILES	PfG6PD inh	SENP6 inh	MPTP block	hIAP activ	NR3A LBD binder	SENP8 block	SENP1 FRET inh	ATG4B inh
CN(C)c1nc(OCCNC(=O)Nc2ccccc2)nc(N(C)C)n1	-15	-22	-7.7	1.2	-1	20	0	10
Cc1sc2ncnc(N3CCC(C(=O)Nc4nc(-c5ccc(F)cc5)cs4)CC3)c2c1C	12	-4	4.2	0.96	1	-5	-5	-2
O=C(NC(=S)N1CCOCC1)C12CC3CCC(CC(C3)C1)C2	12	9	-0.3	0.91	-6	4	0	3
Cc1ccc(N2C(=O)N(CC(=O)Nc3ccccc3C)C(=O)C2C)cc1 (stereo not drawn)	4	1	0.6	1.3	-6	8	2	0
Cc1cnc(CNC(=O)CC2C(=O)NCCN2Cc2ccccc2C(F)(F)F)cn1 (stereo not drawn)	28	6	-1.9	1.1	-1	-17	-12	14
COc1ccc(NC(=O)c2ccc(=O)oc2)cc1	-2	-25	-0.3	0.92	-1	1	2	1
COc1cc(/C=N/NC(=S)NCCN2CCOCC2)cc(OC)c1OC	-1	-8	-0.4	0.89	0	5	1	-8
O=C(NN1CCOCC1)c1cccc(Br)c1	-4	-7	-1.6	1.2	-1	15	1	-5
CC(C)[C@H](NC(N)=O)C(=O)Nc1ccc(OCc2ccccc2)cc1	4	-8	-1.3	1	2	4	0	4
Cc1ccn2c(Nc3ccc4c(c3)OCO4)c(-c3ccccn3)nc2c1	53	8	3.2	1	-2	-60	-1	11
COc1cc(NC(=O)NCc2ccco2)ccc1-c1ccc(NC(=O)NCc2ccco2)cc1OC	1	/	0.7	/	5	-383	0	-6
CCOC(=O)c1ccc(S(=O)(=O)Nc2cc(S(=O)(=O)N3CCOCC3)ccc2O)cc1	60*	-7	-2.4	1.3	5	2	0	-2
COc1cc(OC)c(-c2cc(C(=O)O)ccc2OC)c(OC)c1	-24	-9	0.9	0.98	-3	11	-2	-5
NS(=O)(=O)c1ccc(CNC(=O)c2ccc(NS(=O)(=O)c3ccc4[nH]c(=O)[nH]c4c3)cc2)cc1	-22	11	2.4	0.96	-1	14	-1	-7
COc1ccccc1NC(=O)C(=O)Nc1ccc2c(c1)N(C(=O)C1CC1)CCC2	7	-8	-2.0	1	3	6	0	-2
O=C(O)c1cc(C(=O)C2CC2)c[nH]1	3	-6	-1.8	1.2	4	11	1	-3
COc1ccc(CCn2c(=N)c(C(=O)NC3CCCC3)cc3c(=O)n4ccccc4nc32)cc1	8	-9	-0.7	1.1	0	-395	-29	-2
COc1cccc(-c2ncc3ccccc3c2COC(=O)N(C)C)c1	-7	8	0.9	0.81	2	13	1	-14
CC1CCCC(C)N1CCCNC(=O)CN1C(=O)COc2ccc(S(=O)(=O)N3CCOCC3)cc21 (stereo not drawn)	-6	-14	-0.1	1.1	-1	17	-3	-4
CC(/C=N/Nc1nnc(C)c(=O)[nH]1)=C\c1ccccc1	25	-20	0.3	1	-2	6	2	-17
Cc1ccc(NC2=NCC(=O)N2Cc2cccs2)cc1C	3	3	0.0	1.2	-3	21	-1	0
CS(=O)(=O)Oc1ccc(/C=N/NC(=O)c2ccncc2)cc1	1	7	-1.1	1.1	-8	0	0	-2
Cc1cccc(NCc2nc3ccccc3n2Cc2ccccc2)c1	14	58*	6.6	0.98	-11	-1	3	13
Cc1cc(Cl)c(Cl)cc1S(=O)(=O)NCCCn1ccnc1	-12	-5	0.4	1.2	-3	4	-1	-5
CS(=O)(=O)c1ccc(C(=O)NNC(=O)c2cc(-c3ccccc3)n[nH]2)cc1	-5	-2	-1.0	0.49	0	10	1	-3
O=C(C[n+]1ccc(Cc2ccccc2)cc1)Nc1ccccc1	6	0	-2.9	1.1	-2	2	0	-1
Cc1ccccc1C(=O)Oc1cc(N)n(S(C)(=O)=O)n1	-4	5	-4.4	0.93	2	7	3	9
COc1cc(C)c(S(=O)(=O)n2ccc(C)n2)cc1C	-10	2	1.9	1.5	-2	15	2	-7
